Source: PubChem BioAssay (Sanford-Burnham Center for Chemical Genomics)
mIAP inh = inhibitors of mouse IAP, primary screen, biochemical, luminescence, uHTS. actives 0.2% (n = 330,000). inhibition, % at 10 µM. intestinal alkaline phosphatase [Mus musculus]. purified mouse IAP, CDP-Star luminescence, 30 min;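 active = inhibition of at least 40% at 10 µM in the primary screen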;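 note: plate controls were DMSO with enzyme for no effect and no enzyme wells for full effect; values of inactives mirror those of a sister screen read the other way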
MPTP inh = mitochondrial permeability transition pore inhibitors, primary screen, biochemical, isolated mouse mitochondria, absorbance | inhibition, % at 10 µM | Ca2+ swelling absorbance, 30 min | actives 1.4% (n = 360,000);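 active = inhibition of 50% or more, scaled per plate between neutral and stimulator controls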;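 note: 0% = DMSO wells given calcium and 100% = 1 mM EGTA wells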
mIAP act = activators of mouse IAP, primary screen, biochemical, luminescence, uHTS | muIAP, CDP-Star luminescence, 30 min; active compounds read high; 1 = vehicle-only enzyme signal, 0 = enzyme-free wells | actives 0.24% (n = 330,000) | intestinal alkaline phosphatase [Mus musculus] | activation factor at 10 µM;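 active = activation factor of at least 2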; note: the source names both 10 and 20 µM as test concentration; values of inactives mirror those of a sister screen read the other way
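System: mouse IAP enzyme. Reagent: CDP-Star chemiluminescent phosphatase substrate. Benchmarks: DMSO wells, no-enzyme wells. Times: 30 min enzyme-substrate-compound incubation at room temperature. Detection: luminescence from enzymatic CDP-Star hydrolysis. Doses: test compounds delivered from DMSO solution.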
beta cell repl = inducers of MIN6 beta-cell proliferation, primary screen, ATP luminescence, uHTS. MIN6 cells proliferation, ATPlite luminescence, 48 h; cells starved in 0.2% serum; 100% = growth in 10% serum. proliferation, % at 10 µM. actives 0.29% (n = 330,000). AID 2380, 2010;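 active = compounds whose signal lies at least 3.5 SD above the mean of all wells on their plate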;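 note: 0% = DMSO-treated cells in low-serum medium and 100% = 10% serum control; some compounds called inactive have numbers as strong as hits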
hIAP act = human IAP activators, primary screen, biochemical, luminescence, uHTS; activation factor at 10 µM; purified human IAP, CDP-Star luminescence, 30 min; active compounds read high; 1 = vehicle-only enzyme, 0 = enzyme-free background; Intestinal-type alkaline phosphatase (Homo sapiens), P09923; actives 0.16% (n = 330,000);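 active = activation factor of the enzyme at least 2-fold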; note: the source names both 10 and 20 µM as test concentration; values of inactives mirror those of a sister screen read the other way
Target sequence (P09923 whole entry, looked up): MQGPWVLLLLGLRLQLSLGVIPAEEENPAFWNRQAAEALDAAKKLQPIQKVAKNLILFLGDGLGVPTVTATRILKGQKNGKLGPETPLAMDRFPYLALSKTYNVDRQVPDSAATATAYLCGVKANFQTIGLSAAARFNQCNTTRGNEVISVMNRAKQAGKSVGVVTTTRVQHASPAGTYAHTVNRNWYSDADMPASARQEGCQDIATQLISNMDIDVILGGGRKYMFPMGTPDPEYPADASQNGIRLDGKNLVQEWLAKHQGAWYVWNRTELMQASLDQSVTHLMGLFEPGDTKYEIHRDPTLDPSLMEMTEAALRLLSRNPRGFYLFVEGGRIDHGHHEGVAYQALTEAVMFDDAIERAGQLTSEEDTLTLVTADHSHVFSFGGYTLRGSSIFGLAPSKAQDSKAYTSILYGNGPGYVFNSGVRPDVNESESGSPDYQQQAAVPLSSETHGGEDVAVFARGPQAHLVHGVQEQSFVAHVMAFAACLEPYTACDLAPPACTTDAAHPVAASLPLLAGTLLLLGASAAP
APOBEC3G inh = APOBEC3G DNA deaminase inhibitors, primary screen, biochemical, fluorescence, single-stranded DNA substrate, uHTS. DNA dC->dU-editing enzyme APOBEC-3G (Homo sapiens), Q9HC16. recombinant A3G, ssDNA deamination FAM/TAMRA fluorescence. inhibition, % at 20 µM. actives 0.28% (n = 330,000). AID 493012, 2011;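 active = inhibition of at least 40% at 20 µM, with no more than 30% in the related APOBEC3A deaminase screen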;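 note: plate controls were DMSO wells with A3G for no effect and wells lacking A3G enzyme for full effect; some compounds called inactive have numbers as strong as hits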
hIAP block = human IAP inhibitors, primary screen, biochemical, luminescence, uHTS. actives 0.12% (n = 330,000). inhibition, % at 10 µM. AID 2544, 2010. Intestinal-type alkaline phosphatase (Homo sapiens), P09923. purified IAP, CDP-Star luminescence, 30 min;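 active = inhibition reaching a set limit with compound at 10 µM in the primary screen, cut at about 35% in these data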;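 note: plate controls were DMSO wells with enzyme for no effect and no-enzyme buffer wells for full effect; values of inactives mirror those of a sister screen read the other way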
ATG4B inh = ATG4B protease inhibitors, primary screen, biochemical, fluorescence, uHTS; inhibition, % at 8.33 µM; Cysteine protease ATG4B (Homo sapiens), Q9Y4P1; actives 0.51% (n = 340,000); AID 504462, 2011; ATG4B cleavage of LC3-PLA2, NBD-HPC fluorescence, 1 h; in the data active = inhibition above about 40%
Target sequence (Q9Y4P1 whole entry, looked up): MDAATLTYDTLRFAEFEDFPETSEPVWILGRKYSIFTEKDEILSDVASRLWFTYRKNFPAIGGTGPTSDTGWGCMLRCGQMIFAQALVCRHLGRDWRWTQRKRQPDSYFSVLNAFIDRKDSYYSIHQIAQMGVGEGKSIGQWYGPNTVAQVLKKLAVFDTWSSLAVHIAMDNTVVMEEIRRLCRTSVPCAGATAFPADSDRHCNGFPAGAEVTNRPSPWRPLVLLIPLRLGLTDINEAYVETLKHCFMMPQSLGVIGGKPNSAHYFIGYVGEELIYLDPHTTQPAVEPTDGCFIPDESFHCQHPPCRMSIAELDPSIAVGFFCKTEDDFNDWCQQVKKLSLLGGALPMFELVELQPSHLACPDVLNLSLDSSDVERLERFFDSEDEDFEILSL
A3A deaminase = APOBEC3A ssDNA deaminase inhibitors, primary screen, selectivity assay for APOBEC3G inhibitor project, biochemical, FAM/TAMRA oligo cleavage fluorescence | inhibition, % at 20 µM | actives 0.41% (n = 330,000) | AID 493011, 2011 | recombinant A3A, FAM/TAMRA ssDNA deamination fluorescence;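 active = at least 40% inhibition at 20 µM here, with at most 30% in a related deaminase screen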;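 note: plate controls were A3A with DMSO for no effect and wells lacking A3A enzyme for full effect; some results filed as inactive read as strong as hits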
Active calls of the source: *; x = no result given.

[1] O=C1CCCC2=C1C(c1ccsc1)CC(=O)N2c1ccccc1F (stereo not given)
[2] CCOCC(=O)Nc1nnc(Cc2ccc(OC)cc2)s1
[3] COc1ccc2nc(Nc3nc(CSc4nnnn4-c4ccccc4)cc(=O)[nH]3)nc(C)c2c1
[4] CCCCOc1ccc(N=Cc2cccs2)cc1
[5] Cc1cc2c(cc1C)/C(=C\C(N)=O)NC(C)(C)C2
[6] Cc1csc2sc(-c3ccnc(SCC(=O)NCc4ccccc4)n3)c(C)c12
[7] Cc1nc(NC(=S)NC(=O)c2ccco2)sc1C(=O)N(C)C
[8] COc1ccc(NC(=O)CSc2nc(N)c3cc4c(nc3n2)CCCC4)c(OC)c1

assay / entry,1,2,3,4,5,6,7,8
mIAP inh,-3,-1,20,2,35,2,10,3
MPTP inh,-3.6,-7.6,3.5,-0.1,0.6,11,3.1,-1.2
mIAP act,1,1,0.81,0.98,0.65,0.98,0.9,0.97
beta cell repl,-4,-5,-6,0,-2,-3,-3,-3
hIAP act,1.1,1,1.7,0.9,1.1,0.97,1,1
APOBEC3G inh,3,-1,-5,-6,-5,1,-5,-7
hIAP block,-5,-4,-72,10,-8,2,-1,0
ATG4B inh,-4,-2,-3,11,-4,-5,5,-2
A3A deaminase,4,-11,-2,0,-3,4,-6,-1

[9] CN(C(=O)c1coc(=O)c2ccccc12)c1ccccc1Cl
[10] CC(Oc1ccc(Cl)cc1Cl)C(=O)NNC(=O)c1ccncc1 (stereo not given)
[11] CC(C)Cn1c(=O)c2ccccc2n2c(SCC(=O)N3c4ccccc4CC3C)nnc12 (stereo not given)
[12] O=C(c1ccc2c(c1)OCCO2)N1CCN(Cc2ccccc2)CC1
[13] S=C(NNC(=S)Nc1ccccc1)Nc1ccccc1
[14] O=C(O)COc1ccccc1/C=N/Nc1ccc(S(=O)(=O)Nc2ccc(Cl)cc2)cc1[N+](=O)[O-]
[15] COc1cc(C(=O)OCC(=O)N2CCOCC2)c([N+](=O)[O-])cc1OC
[16] CCN1C(=O)CC(N2CCN(c3ccc(Cl)cc3)CC2)C1=O (stereo not given)

assay / entry,9,10,11,12,13,14,15,16
mIAP inh,-13,3,6,-5,12,14,5,6
MPTP inh,-3.5,-2.3,-0.1,-0.3,7.0,0.6,-2.0,-1.6
mIAP act,1.1,0.97,0.94,1.1,0.88,0.86,0.95,0.94
beta cell repl,-4,3,-2,-1,-2,2,-1,0
hIAP act,0.95,1.1,0.92,0.98,1.4,0.74,0.92,1.1
APOBEC3G inh,-6,-6,-2,-1,14,-14,-6,-4
hIAP block,5,-13,8,2,-37,26,8,-14
ATG4B inh,-10,0,-6,-15,3,2,-2,-2
A3A deaminase,-7,-5,-3,-2,-1,-1,-3,-4

[17] COc1ccc(NC(=O)CN(C)C(=O)CCCNC(=O)c2ccc(Cl)cc2)cc1
[18] COc1cc(C2C(C#N)=C(N)OC3=C2C(=O)CC(C)(C)C3)ccc1OCCN1CCOCC1 (stereo not given)
[19] COc1ccc(Nc2nnc(-c3ccc(C(N)=O)cc3)c3ccccc23)cc1
[20] O=C1CCC(c2ccc(-n3ccnc3)cc2)=NN1
[21] CC(Cc1ccccc1)NC(=O)C1(c2ccccc2)CCOCC1 (stereo not given)
[22] O=C1CCC(c2ccccc2)=NN1
[23] COc1ccc(CCNC(=O)CSc2ccc3nnc(CCNC(=O)c4ccc(C)cc4)n3n2)cc1OC
[24] Cc1cccc(-c2nc(C#N)c(N3CCCCCC3)o2)c1

assay / entry,17,18,19,20,21,22,23,24
mIAP inh,4,-12,4,-29,4,-6,-11,0
MPTP inh,-0.1,4.3,1.3,-1.8,2.0,-0.1,3.7,1.4
mIAP act,0.96,1.1,0.96,1.3,0.95,1.1,1.1,1
beta cell repl,-1,-2,3,7,-4,1,-1,-2
hIAP act,0.83,1.4,0.86,1.1,0.97,0.93,1.1,1.2
APOBEC3G inh,-5,-1,0,-5,-2,-5,8,-7
hIAP block,17,-36,14,-8,2,7,-9,-22
ATG4B inh,1,-7,5,-5,-8,2,-8,4
A3A deaminase,-5,1,3,-1,-2,5,2,-1

[25] CN(CC1CCOCC1)C(=O)CC1C(=O)NCCN1Cc1cccc(Oc2ccccc2)c1 (stereo not given)
[26] Cc1ccc(S(=O)(=O)N2CCC(O)(c3cccnc3)CC2)cc1
[27] COc1cccc(CNC(=O)CCc2nnc(C3CCCCC3)o2)c1
[28] CC1=C(C(N)=O)C(c2ccc(Cl)cc2)n2nc(CCCO)nc2N1 (stereo not given)
[29] COc1cc(-c2nc(CN(C)C(C)c3ccncn3)c(C)o2)ccc1F (stereo not given)
[30] CC/C(=N\NC(C)=O)c1ccc(OC(F)F)cc1
[31] CC(=O)Nc1ccc(NS(=O)(=O)c2cn(C)c(=O)n(C)c2=O)cc1
[32] COc1cc(OC)c(C(=O)OCC(=O)Nc2c(C)n(C)n(-c3ccccc3)c2=O)cc1OC

assay / entry,25,26,27,28,29,30,31,32
mIAP inh,-8,6,9,6,8,-10,-3,-9
MPTP inh,-0.7,0.7,-1.6,-1.5,1.9,x,0.6,-1.2
mIAP act,1.1,0.94,0.91,0.94,0.93,1.1,1,1.1
beta cell repl,1,1,-3,1,0,-2,4,0
hIAP act,0.93,0.9,1,1.1,1,1,0.81,1.2
APOBEC3G inh,-4,-5,-7,-7,-5,7,-10,-5
hIAP block,7,10,0,-12,-2,0,20,-17
ATG4B inh,0,-15,-5,-4,5,x,-2,-11
A3A deaminase,5,-3,0,-3,0,0,-2,-5

[33] CC(=O)Oc1ccc(C(=O)NCc2ccc3c(c2)OCO3)cc1
[34] CSC1=NCCCN1C(=O)c1c(-c2ccccc2Cl)noc1C
[35] CCCNS(=O)(=O)c1ccc(CCC(=O)N2CCN(c3ccc(OC)cc3)CC2)cc1
[36] CC(C)(C)C1CCc2onc(C(=O)Nc3cnn(Cc4ccc(F)cc4)c3)c2C1 (stereo not given)
[37] O=C(/C=C/c1ccc(-c2ccccc2[N+](=O)[O-])o1)c1ccc(F)cc1
[38] CN(C)/C(=N\S(=O)(=O)c1ccccc1)c1ccccc1
[39] COc1ccc(N2CC(NC(=O)NC(C)(C)C)CC2=O)cc1 (stereo not given)
[40] Cc1ccc(C2=N/C(=C\c3ccc(F)cc3)C(=O)N2)cc1

assay / entry,33,34,35,36,37,38,39,40
mIAP inh,12,-6,-9,18,14,10,-3,16
MPTP inh,1.0,-0.6,1.8,2.4,6.9,-1.1,-0.1,1.9
mIAP act,0.88,1.1,1.1,0.82,0.86,0.9,1,0.84
beta cell repl,0,-2,0,-2,-4,-1,0,-7
hIAP act,0.93,1,1.2,0.86,1.1,0.95,1,1
APOBEC3G inh,-4,-6,-5,-7,-3,0,-1,0
hIAP block,7,0,-23,14,-7,5,-5,-4
ATG4B inh,5,-4,-2,20,4,1,0,-1
A3A deaminase,-3,-2,-3,0,-1,4,-1,2

[41] O=C(Nc1ncnc2c1CCC2)C12CC3CC(CC(C3)C1)C2
[42] CC(CC(=O)N1CCN(c2ccccc2)CC1)S(=O)(=O)c1ccc2c(c1)NC(=O)CS2 (stereo not given)
[43] COc1ccc(/C=C2\S/C(=N/S(=O)(=O)c3cccs3)NC2=O)cc1
[44] O=C1CCCN1c1ccc(S(=O)(=O)NCc2ccc(F)cc2)cc1
[45] O=C(c1cc(Cl)nc2ccccc12)N1CCN(S(=O)(=O)c2ccccc2[N+](=O)[O-])CC1
[46] CCOC(=O)C1CCCN(C(=O)c2cccc(S(=O)(=O)N(C)c3ccc(OC)cc3)c2)C1 (stereo not given)
[47] Cc1ccccc1OCC(=O)Nc1ccc2c(c1)C(=O)c1ccccc1C2=O
[48] COc1cccc(/C=C2\SC(=S)N(CCCC(=O)Nc3ccc(C(=O)O)cc3)C2=O)c1

assay / entry,41,42,43,44,45,46,47,48
mIAP inh,-2,1,6,4,-2,4,12,12
MPTP inh,0.2,-1.7,11,-0.6,0.2,-1.7,30,0.2
mIAP act,1,0.99,0.94,0.96,1,0.96,0.88,0.88
beta cell repl,1,0,-2,2,4,3,1,-5
hIAP act,1.1,1.2,1.2,0.94,0.92,1.1,0.9,1.2
APOBEC3G inh,0,0,-5,-1,1,-6,-3,-7
hIAP block,-13,-21,-18,6,8,-5,10,-15
ATG4B inh,9,-13,34,2,-3,0,5,-4
A3A deaminase,1,5,4,1,5,-4,-2,-3

Among those listed so far, 4 contain a nitro group on carbon:
[14] O=C(O)COc1ccccc1/C=N/Nc1ccc(S(=O)(=O)Nc2ccc(Cl)cc2)cc1[N+](=O)[O-]
[15] COc1cc(C(=O)OCC(=O)N2CCOCC2)c([N+](=O)[O-])cc1OC
[37] O=C(/C=C/c1ccc(-c2ccccc2[N+](=O)[O-])o1)c1ccc(F)cc1
[45] O=C(c1cc(Cl)nc2ccccc12)N1CCN(S(=O)(=O)c2ccccc2[N+](=O)[O-])CC1

assay / entry,14,15,37,45
mIAP inh,14,5,14,-2
MPTP inh,0.6,-2.0,6.9,0.2
mIAP act,0.86,0.95,0.86,1
beta cell repl,2,-1,-4,4
hIAP act,0.74,0.92,1.1,0.92
APOBEC3G inh,-14,-6,-3,1
hIAP block,26,8,-7,8
ATG4B inh,2,-2,4,-3
A3A deaminase,-1,-3,-1,5

Remaining list, next part.
[49] COC(=O)CSC(=S)N1C(C)CCCC1C (stereo not given)
[50] CCc1ccc(/C=N/NC(=O)c2cc(C3CC3)nc3ccccc23)s1
[51] CCCCN(CC)C(=S)Nc1ccc2nc3n(c(=O)c2c1)CCCCC3
[52] NC(=O)CSc1nnc(C2CC2)n1Cc1ccccc1
[53] Cc1cc(C)n2c(SCc3ccc(C#N)cc3)nnc2n1
[54] Cc1ccccc1-c1nnc(SCC(=O)N(C)c2c(N)n(Cc3ccccc3)c(=O)[nH]c2=O)n1C
[55] O=C(c1ccc(Cl)cc1)N1CCN(c2cccc3[nH]ccc23)CC1
[56] Nc1cc(Cl)ccc1C(=O)OCC(=O)NCc1cccs1
[57] O=C(Cc1csc(NC(=O)c2ccccc2)n1)NO
[58] COc1cc(NC(=O)c2cccs2)c(C(=O)OCC(=O)c2cc(C)n(-c3ccccc3)c2C)cc1OC
[59] CC(C)CC(=O)CC1(O)C(=O)Nc2ccccc21 (stereo not given)

assay / entry,49,50,51,52,53,54,55,56,57,58,59
mIAP inh,0,8,-7,3,3,0,-17,-6,1,4,3
MPTP inh,0.2,-0.7,6.5,0.2,2.5,-0.9,1.2,-1.4,0.2,0.4,-1.9
mIAP act,1,0.92,1.1,0.97,0.97,1,1.2,1.1,0.99,0.95,0.97
beta cell repl,-3,1,0,0,6,-1,-2,0,-1,0,-3
hIAP act,1,1,1.8,1,0.86,0.97,1.1,0.91,1.1,0.88,1
APOBEC3G inh,-10,-2,0,-2,-4,-11,-7,-4,4,-9,-2
hIAP block,-1,-1,-76,0,14,2,-10,9,-10,12,-3
ATG4B inh,-5,-7,2,-10,-3,2,-15,-14,1,34,-7
A3A deaminase,-4,-3,5,1,-2,0,-5,2,5,-4,4
